BRCT inh green = inhibitors of human BRCA1 BRCT-phosphoprotein interaction (green fluorophore); P38398; BRCA1 BRCT-phosphopeptide binding, green fluorescence polarization; Potency, µM (titrated, usually from 76.9 µM), for the others: at the top dose activity change, negative = inhibition, actives largely listed as inhibitors; 0.05% of 75,000 active; AID 875;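 also: potency is read from the fitted curve at half-maximal effect; plate controls were peptide without protein for full effect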
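Fluorescence polarization: His-tagged BRCT (~35 kDa BRCA1 C-terminus, 250 nM) bound to 100 nM fluorescein-labeled phosphorylated 10-aa BACH1 peptide, pH 7.3 phosphate buffer with DTT and Tween 20. Compounds incubated 12 min at room temperature; inhibition read as lowered polarization.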
Luciferase inh = blocks Photinus pyralis firefly luciferase activity; purified firefly luciferase, luminescence, 8 min; Potency, µM (titrated, usually from 57.1 µM), without a hit: at the highest dose activity change, negative = inhibition, most hits filed as inhibitors; 2.2% of 72,000 active; AID 411; also: potency is read from the fitted curve at half-maximal effect; % is scaled to controls: 0 for no effect and ±100 for the full control effect; nearly all actives have a fitted effect of over 40% in size
Target sequence (P08659 whole entry, looked up): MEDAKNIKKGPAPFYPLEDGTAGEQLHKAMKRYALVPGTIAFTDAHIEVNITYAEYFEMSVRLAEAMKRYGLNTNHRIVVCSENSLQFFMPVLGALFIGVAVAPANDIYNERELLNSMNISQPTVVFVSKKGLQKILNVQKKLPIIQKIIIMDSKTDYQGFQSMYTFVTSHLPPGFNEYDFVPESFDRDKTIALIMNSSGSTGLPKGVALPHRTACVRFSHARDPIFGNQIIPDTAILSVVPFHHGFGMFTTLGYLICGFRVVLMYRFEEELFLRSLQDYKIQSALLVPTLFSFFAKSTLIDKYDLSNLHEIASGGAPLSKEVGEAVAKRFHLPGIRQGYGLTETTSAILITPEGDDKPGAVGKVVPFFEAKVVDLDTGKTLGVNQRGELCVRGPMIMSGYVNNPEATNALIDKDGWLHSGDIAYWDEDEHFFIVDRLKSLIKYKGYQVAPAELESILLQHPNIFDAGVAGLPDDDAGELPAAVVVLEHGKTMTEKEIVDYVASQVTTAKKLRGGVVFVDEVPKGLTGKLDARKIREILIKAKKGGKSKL
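qHTS concentration-response profiling: light output of P. pyralis luciferase with luciferin and 10 uM ATP, imidazole buffer pH 7.2. Read by luminescence after 8-min room-temperature incubation.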
BRCT PPI red = disrupts BRCA1 BRCT binding to phosphoprotein, red fluorophore readout | P38398 | BRCT-phosphopeptide binding, red fluorescence polarization | Potency, µM (top dose mostly 76.9 µM), for inactives: top-dose activity change, negative = inhibition, actives largely listed as inhibitors | 0.03% of 75,000 active | AID 892; also: % is scaled to controls: 0 for no effect and ±100 for the full control effect
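Rhodamine-labelled pBACH1 10-mer (100 nM) bound to BRCT domain (100 nM) at pH 7.3; compounds incubated 12 min room temperature, polarization read. Free peptide defines full inhibition; unlabelled decapeptide titrated as control.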
Casp1 inh = blocks human caspase-1 allosterically or competitively. Potency, µM (titrated, usually from 57.5 µM), without a hit: at the highest dose activity change, negative = inhibition, most hits filed as inhibitors. Caspase-1 enzyme, Ac-WEHD-AFC fluorogenic rate. P29466. AID 900. 0.03% of 75,000 active;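 also: potency is read from the fitted curve at half-maximal effect; plate controls were vehicle for no effect and no substrate for full effect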
Target sequence (P29466 120-297 limits assumed): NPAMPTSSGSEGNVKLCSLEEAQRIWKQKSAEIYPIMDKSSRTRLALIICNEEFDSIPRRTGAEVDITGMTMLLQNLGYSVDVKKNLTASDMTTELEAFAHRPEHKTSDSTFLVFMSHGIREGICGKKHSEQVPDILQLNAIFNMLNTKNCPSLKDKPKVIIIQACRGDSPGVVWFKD
Target sequence (P29466 317-404 limits assumed): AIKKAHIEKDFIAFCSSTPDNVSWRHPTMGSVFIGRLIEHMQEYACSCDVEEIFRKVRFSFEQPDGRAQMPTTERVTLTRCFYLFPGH
ERK AVP inh = inhibitors of vasopressin-stimulated ERK signaling pathway. HEK293-V1b, vasopressin-stimulated pERK AlphaScreen. Potency, µM (series often up to 57.5 µM), inactives show at the highest dose activity, negative = inhibition, actives largely listed as inhibitors. 0.99% of 72,000 active. AID 995; also: potency is read from the fitted curve at half-maximal effect; % is scaled to controls: 0 for no effect and ±100 for the full control effect; nearly all actives have a fitted effect of over 55% in size
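HEK293 cells stably expressing V1b receptor, seeded overnight in 1% FBS, were treated with compounds for 30 min at 37C, then stimulated 5 min with 25 nM vasopressin; phospho-ERK read by AlphaScreen SureFire after lysis.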
USP2a inh = inhibitors of human ubiquitin-specific protease USP2a | Potency, µM (series often up to 38.3 µM), for inactives: at the top dose activity change, negative = inhibition, hits mostly inhibitors | USP2a enzymatic assay, qHTS inhibition | O75604 | AID 927 | 0.1% of 60,000 active;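 also: potency is read from the fitted curve at half-maximal effect; nearly all actives have a fitted effect of over 60% in size; plate controls were DMSO for no effect and NEM full inhibition control for full effect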
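Coupled readout: USP2-cleaved Ub-PLA2 (20nM final) turns over NBD C6-HPC (20uM final), Ex 460nm/Em 535nm after 2.5 h, time-zero read flagging artifacts. Enzyme (20nM final, pH 8.0 Tris) given 30 min RT with compound first; NEM defines full inhibition.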
Tau filament bind = tau filament binding. recombinant tau filaments, thioflavin S fluorescence, 15 h; filaments grown with octadecylsulfate alongside compound. Potency, µM (top dose mostly 57.1 µM), inactives show at the top dose activity change, negative = inhibition. 2% of 71,000 active;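 also: potency is read from the fitted curve at half-maximal effect; % is scaled to controls: 0 for no effect and ±100 for the full control effect; actives lower thioflavin S fluorescence by blocking filaments or displacing dye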
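Tau 2 uM in ThS buffer dispensed; compound added; 60 uM ODS added (finals 1 uM tau, 30 uM ODS); 15 h 37 C; fluor ex450/em510.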
HEK293 cAMP ctrl = parental HEK293 cAMP activation (counter-screen); 2.5% of 73,000 active; parental HEK293 CNG cAMP sensor, membrane potential fluorescence; AID 938; Potency, µM (titrated, usually from 57.1 µM), inactives show at the highest dose activation, actives largely listed as activators; also: potency is read from the fitted curve at half-maximal effect; % of control where 0% means no effect; nearly all actives have a fitted effect of over 55% in size
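Counterscreen for endogenous-receptor signalling: CNG-channel HEK 293 cells report cAMP rise by membrane depolarization. After 60 min dye equilibration with 100 uM RO 20-1724, compounds incubated 30 min before bottom-read fluorescence at 590 nm.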
Casp7 inh = allosteric or competitive inhibitors of human caspase-7. recombinant caspase-7, Ac-DEVD-AFC fluorescence rate. Potency, µM (top dose mostly 57.5 µM), for the others: at the highest dose activity change, negative = inhibition, actives largely listed as inhibitors. 0.02% of 75,000 active. AID 889; active = well fitted inhibition curve with a large enough effect in the main read-out, with a control signal flat, not every such curve was filed as active; inconclusive = small, poorly fitted or top-dose-only effect, or a change in a side signal; also: potency is read from the fitted curve at half-maximal effect; % of control where 0% means no effect
A350 autofl = compounds fluorescent in Alexa 350 spectral region | max dye-equivalent concentration, M | Compound autofluorescence, 340/450 nm, Alexa 350 dye-equivalents; hits give high values | 11% of 59,000 active; in the data active = max dye-equivalent concentration above about 10 nM; inconclusive = mostly about 1.1 nM to 9.6 nM
CRE-bla Fsk = modulators of forskolin-stimulated CRE signaling in CHO cells. 2.5% of 71,000 active. CHO CRE-bla reporter (cAMP response element driving beta-lactamase), forskolin EC10, beta-lactamase ratio. Potency, µM (top dose mostly 38.2 µM), for the others: at the top dose activity change, negative = inhibition, actives largely listed as activators. AID 662; active = well fitted activation curve with a large enough effect in the signal ratio, with a control signal flat, not every such curve was filed as active; inconclusive = small, poorly fitted or top-dose-only effect, or effect the other way, or a change in a side signal; the % refers to the signal ratio; also: potency is read from the fitted curve at half-maximal effect; % of control where 0% means no effect
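CRE-bla CHO cells stimulated with EC10 NKH 477 (water-soluble forskolin) and compound titrations, 3 h at 37C; beta-lactamase read with CCF4 after 2 h at room temperature. Activity from 460/530 nm emission ratio, AC50 values for positive or negative modulation.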
* hit, by the source's call; i = inactive; ? = inconclusive; · = no result given; [ ] = dose if it differs, or a comment. Unless noted, calls follow the shape of the dose curve; as a rule, active = well fitted curve in the direction sought with a large enough effect; inconclusive = small, poorly fitted or top-dose-only effect, or another doubt; inactive = no such curve, though single readings can be large; an effect the other way counts as inactive or inconclusive.

SMILES	BRCT inh green	Luciferase inh	BRCT PPI red	Casp1 inh	ERK AVP inh	USP2a inh	Tau filament bind	HEK293 cAMP ctrl	Casp7 inh	A350 autofl	CRE-bla Fsk
COC(=O)C1=C(C)C(c2ccc(OC)cc2OC)NC(=O)N1 (stereo unspecified)	-0.3%	-2%	0.9%	0%	-24%	4%	9%	5%	1%	i	-1%
CCN(CCCNC(=O)CN(C)S(=O)(=O)c1cccc2nsnc12)c1ccccc1	-2.3%	-1%	-0.6%	1%	3%	20%	?	-13%	0%	i	?
CCOc1ccc(-n2c(Cc3cc(=O)[nH]c(=O)[nH]3)nnc2SCc2cccnc2)cc1	0.3%	3%	-1.0%	2%	3%	·	-2%	0%	1%	·	1%
COc1ccc(OC)c2[nH]c(=O)c(CCNC(=O)c3cc4ccccc4o3)cc12	0.8%	2%	1.1%	?	·	·	98%	-13%	-1%	·	-15%
Cc1nnc(NC(=O)Oc2ccccc2)s1	0.3%	2%	0.5%	0%	-7%	·	-7%	12%	-2%	?	-5%
CCOC(=O)C1CCCN(S(=O)(=O)c2cccs2)C1 (stereo unspecified)	0.6%	0%	-0.2%	0%	7%	6%	-2%	15%	1%	i	7%
COc1cccc(NC(=O)C2CC(=O)OC23CCOC(C)(C)C3)c1 (stereo unspecified)	1.8%	0%	1.5%	-7%	4%	-5%	-5%	10%	3%	·	-4%
CN1C(=O)N(C)C2(CC1(C)C)CC(C)(C)N(C)C(=O)N2C	-1.8%	2%	0.7%	1%	6%	-1%	4%	2%	1%	?	-10%
O=C(CCN1C(=O)c2ccccc2C1=O)Nc1ccc(-c2cn3ccsc3n2)cc1	0.2%	-14%	-0.5%	2%	-14%	5%	11%	?	-2%	i	7%
CC1CCc2c(sc3nc(C4CC4)nc(SCC(=O)NCc4ccco4)c23)C1 (stereo unspecified)	-2.7%	-16%	0.1%	-1%	-11%	-2%	-17%	7%	-4%	i	-1%
N=c1n(CCN2CCCCC2)c2ccccc2n1CC(O)COc1ccccc1 (stereo unspecified)	-0.5%	2%	0.6%	1%	-12%	4%	-19%	?	1%	i	-6%
CCCc1nc(N2CCN(C)CC2)c2sc(=S)n(-c3ccccc3)c2n1	-2.4%	0%	-1.1%	1%	-22%	·	75%	1%	0%	·	3%
Cn1cnc2c(sc3nc(N4CCOCC4)c4c(c32)CC(C)(C)OC4)c1=O	3.4%	0%	-0.4%	-5%	-24%	·	-2%	?	-12%	·	?
c1ccc(NCc2nc(-c3ccccc3)no2)cc1	-0.5%	-1%	-0.5%	-2%	-16%	-3%	1%	-18%	0%	i	-7%
COc1cc(OC)cc(C(=O)N2CCN(S(C)(=O)=O)CC2)c1	-1.2%	0%	-1.3%	0%	-22%	-7%	-6%	0%	1%	i	5%
COc1ccc(CCNC(=O)CN2C(=O)c3ccccc3S2(=O)=O)cc1	-1.5%	-1%	1.6%	2%	0%	-1%	-14%	-2%	-1%	i	-6%
O=C(Cn1cc2c(n1)CCCC2)NCc1cccnc1	-0.6%	0%	0.5%	-1%	2%	·	-1%	2%	-1%	·	-8%
COCCNC(=O)c1ccc2c(c1)ncn2-c1ccc(F)c(F)c1	-1.0%	-4%	-1.2%	0%	?	6%	-3%	-1%	1%	i	19%
COc1cccc(OCCNC(=O)c2cccc(OC)c2)c1	-1.6%	-2%	-0.7%	-2%	5%	10%	-13%	5%	2%	?	3%
Cc1ccccc1-n1nnnc1SC1CCOC1=O (stereo unspecified)	-0.3%	-1%	1.2%	2%	-21%	-2%	-9%	7%	0%	i	0%
CCOC(=O)N1CCN(c2nc(C)c3c(n2)CC(C)CC3=O)CC1 (stereo unspecified)	0.3%	6%	1.1%	-2%	-5%	6%	6%	4%	0%	i	-8%
O=C(NCN1C(=O)C2C3C=CC(C3)C2C1=O)Nc1nncs1 (stereo unspecified)	-0.6%	2%	0.2%	0%	18%	1%	6%	10%	0%	i	-7%
CCNC(=O)CC1C(=O)N(c2ccc(F)cc2)C(=O)N1Cc1ccc(OC)cc1 (stereo unspecified)	-7.4%	-2%	-0.5%	0%	19%	2%	0%	11%[2.29 µM]	2%	i	?
COc1ccc(CNc2n[nH]c(NCc3ccc(OC)c(OC)c3)n2)cc1OC	-3.1%	3%	-1.1%	-2%	4%	9%	-4%	2%	0%	i	-3%
N/C(CSc1nc(-c2ccccc2)c(-c2ccccc2)o1)=N\O	1.6%	-7%	-0.2%	-5%	32µM*	13%	0%	?	-4%	·	?
Cc1ccc(-n2nc(-c3cccs3)cc2C(=O)NCC2CCCO2)c(C)c1 (stereo unspecified)	0.0%	0%	0.1%	-5%	16%	36%[activator]	-5%	?	-4%	i	?
O=C(NC1=NCCS1)C1Cc2ccccc2CN1C(=O)c1ccccc1 (stereo unspecified)	-0.4%	-4%	0.5%	1%	15%	17%	15%	1%	-1%	i	-7%
CCN(CC)C(=O)CSc1nc2cccnc2n1-c1ccccc1OC	-0.9%	1%	0.2%	2%	?	0%	7%	0%	2%	i	?
Cc1cc2c(cc(C(=O)OC(C(=O)NCc3ccco3)C(C)C)n2C)o1 (stereo unspecified)	1.9%	5%	-1.1%	-1%	6%	50%[activator]	-3%	16%	-1%	i	7%
CC(=O)N1CCN(c2ccccc2NC(=O)COc2ccc(Cl)cc2Cl)CC1	2.7%	0%	-1.3%	-3%	-22%	25%	15%	26%	-4%	i	?
Cn1c(=O)c(C(=O)Nc2cnccn2)c(O)c2ccccc21	0.6%	1%	1.0%	-1%	7%	·	-5%	16%	2%	3.4e-08M*	-8%
COC(=O)c1[nH]c2ccccc2c1NC(=O)CN1CCN(c2cccc(OC)c2)C(C)C1 (stereo unspecified)	-0.8%	0%	-1.4%	-4%	32µM*	29%	-26%	18%	-4%	?	28%
Oc1ccccc1C1=Nc2ccccc2N=C(c2ccco2)C1	0.2%	-1%	-2.3%	?	-12%	15%	199%	30%	-30%	i	?
CCSc1nc(C)cc(Oc2ccc(=O)n(C)n2)n1	-2.1%	6%	-2.2%	0%	1%	7%	2%	7%	0%	i	14%
CCn1c(SCC(=O)Nc2cc(C)ccc2C)nc2c(c1=O)SC(C)C2 (stereo unspecified)	-1.1%	2%	-0.6%	-2%	·	·	4%	?	1%	·	27%
O=C(CC1(C(F)(F)F)OCCO1)Nc1ccc2c(c1)OCO2	-0.6%	0%	1.4%	-1%	-1%	1%	1%	4%	-4%	i	4%
CCSc1nnc(Nc2ccccc2)s1	-0.5%	-18%	-0.2%	0%	-6%	-7%	-1%	0%	4%	?	-5%
CCOc1ccccc1CNc1ccc(N2CCOCC2)c(C(=O)O)c1	-1.5%	0%	2.1%	-1%	4%	-7%	3%	4%	0%	i	4%
CC1CCC(C(=O)O)NC1c1cccc(N2CCOCC2)c1 (stereo unspecified)	-2.4%[15.4 µM]	·	1.4%[15.4 µM]	-4%[11.5 µM]	16%[11.5 µM]	·	·	-2%[11.4 µM]	1%[11.5 µM]	·	·
CCC(=O)Nc1ccc(NC(=O)c2ccco2)cc1	0.0%	?	-0.2%	-1%	3%	-10%	-4%	-9%	1%	i	-1%

Structural class, those above containing a COOH group (2)
SMILES	BRCT inh green	Luciferase inh	BRCT PPI red	Casp1 inh	ERK AVP inh	USP2a inh	Tau filament bind	HEK293 cAMP ctrl	Casp7 inh	A350 autofl	CRE-bla Fsk
CCOc1ccccc1CNc1ccc(N2CCOCC2)c(C(=O)O)c1	-1.5%	0%	2.1%	-1%	4%	-7%	3%	4%	0%	i	4%
CC1CCC(C(=O)O)NC1c1cccc(N2CCOCC2)c1 (stereo unspecified)	-2.4%[15.4 µM]	·	1.4%[15.4 µM]	-4%[11.5 µM]	16%[11.5 µM]	·	·	-2%[11.4 µM]	1%[11.5 µM]	·	·

Taken from above:
Reading of CCSc1nnc(Nc2ccccc2)s1 under ERK AVP inh: -6%
Reading of COC(=O)c1[nH]c2ccccc2c1NC(=O)CN1CCN(c2cccc(OC)c2)C(C)C1 (stereo unspecified) under ERK AVP inh: 32µM*
Reading of CCn1c(SCC(=O)Nc2cc(C)ccc2C)nc2c(c1=O)SC(C)C2 (stereo unspecified) under BRCT inh green: -1.1%
Reading of Oc1ccccc1C1=Nc2ccccc2N=C(c2ccco2)C1 under Casp7 inh: -30%

Assay outcomes from PubChem.

Compounds were not picked by outcome. About 16% of those tested had a hit in this group.
